NPSR antag: antagonists of human neuropeptide S receptor cAMP signaling; Q6W5P4; CHO-NPSR cells, cAMP TR-FRET, antagonist mode; Potency, µM (top dose mostly 38.3 µM), inactives show top-dose activity change, negative = inhibition, most hits filed as inhibitors; actives 1% (n = 220,000); also: % is scaled to controls: 0 for no effect and ±100 for the full control effect; nearly all actives have a fitted effect of over 50% in size; many of its hits are not listed in these tables
Target sequence (Q6W5P4 whole entry, looked up): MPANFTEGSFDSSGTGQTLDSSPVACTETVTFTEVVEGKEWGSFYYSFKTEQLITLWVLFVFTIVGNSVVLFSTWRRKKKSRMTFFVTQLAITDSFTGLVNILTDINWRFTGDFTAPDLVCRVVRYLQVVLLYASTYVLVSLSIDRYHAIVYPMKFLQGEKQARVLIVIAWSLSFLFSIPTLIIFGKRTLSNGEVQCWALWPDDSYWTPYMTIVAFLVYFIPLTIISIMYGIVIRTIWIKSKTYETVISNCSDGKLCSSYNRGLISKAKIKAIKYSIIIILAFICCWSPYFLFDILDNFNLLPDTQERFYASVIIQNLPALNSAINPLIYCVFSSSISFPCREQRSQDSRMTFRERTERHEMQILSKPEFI
IMPase Li cell: membrane-permeable IMPase blocker, potentiated with lithium; CHO-M1 cells, IP1 TR-FRET (IP-One), carbachol + lithium; Potency, µM (doses to about 59.4 µM), for inactives: at the top dose activity, negative = IMPase inhibition, most hits filed as inhibitors; actives 0.35% (n = 210,000); AID 1457;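 also: IP1 builds up when IMPase is blocked and the TR-FRET signal falls; plate controls were basal vehicle for no effect and high inhibitor control for full effect; nearly all actives have a fitted effect of over 50% in size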
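Readout is a homogeneous TR-FRET IP1 immunoassay (Ex 320, Em 665 and 620), where raised cytosolic IP1 lowers signal. Cells were CHO-M1 treated 30 min at 37C with test compounds plus a little lithium; AC50 values came from Hill-equation fitting.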
RECQ1 inh: inhibitors of human RECQ1 DNA helicase; actives 0.54% (n = 240,000); AID 2549; P46063; Potency, µM (series often up to 57.3 µM), without a hit: at the highest dose activity, negative = inhibition, actives largely listed as inhibitors; RECQ1 DNA unwinding, red fluorescence kinetic read;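 also: plate controls were vehicle for no effect and no enzyme for full effect; nearly all actives have a fitted effect of over 30% in size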
Target sequence (P46063 whole entry, looked up): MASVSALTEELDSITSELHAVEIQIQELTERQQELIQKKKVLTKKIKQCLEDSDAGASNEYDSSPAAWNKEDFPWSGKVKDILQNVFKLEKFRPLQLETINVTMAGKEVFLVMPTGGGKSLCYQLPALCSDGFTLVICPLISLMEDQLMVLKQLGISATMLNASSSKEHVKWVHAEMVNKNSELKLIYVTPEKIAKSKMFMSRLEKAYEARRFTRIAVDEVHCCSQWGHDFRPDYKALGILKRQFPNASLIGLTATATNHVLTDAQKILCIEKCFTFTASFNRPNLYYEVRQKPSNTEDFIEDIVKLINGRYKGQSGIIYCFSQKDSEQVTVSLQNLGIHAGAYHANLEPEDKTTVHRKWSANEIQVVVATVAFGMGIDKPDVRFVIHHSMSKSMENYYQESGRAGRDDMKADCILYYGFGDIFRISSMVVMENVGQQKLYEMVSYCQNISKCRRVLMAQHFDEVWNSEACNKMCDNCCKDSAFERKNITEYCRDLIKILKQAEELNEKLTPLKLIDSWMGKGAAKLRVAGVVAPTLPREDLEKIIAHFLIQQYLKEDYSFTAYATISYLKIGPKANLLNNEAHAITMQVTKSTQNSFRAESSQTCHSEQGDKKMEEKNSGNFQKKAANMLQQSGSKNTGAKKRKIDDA
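50 nM RECQ1T1 preincubated 15 min with compound in Tris pH 8.0 buffer with MgCl2, DTT, Tween-20 and 2.5 ug/ml poly(dI-dC); started with 200 nM TAMRA/BHQ-2 forked duplex and 2 mM ATP. Unwinding read as fluorescence (525/598 nm), two reads 2 h apart.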
Epigenetic reg: derepresses silenced GFP reporter in murine cells | murine LDR cells, GFP reporter derepression, 30 h | Potency, µM (titrated, usually from 53.9 µM), inactives show at the highest dose GFP activation, hits mostly activators | actives 0.2% (n = 280,000) | AID 1865; also: % of control where 0% means no effect; nearly all actives have a fitted effect of over 60% in size
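Reporter derepression read as number of fluorescent GFP-positive objects, 20-120 um in size, counted by laser-scanning cytometer. Mouse LDR line with an epigenetically silenced CMV-GFP locus; compound incubation 30 h, 37 C.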
KDM4E inh: inhibitors of human JMJD2E histone demethylase | B2RXH2 | JMJD2E catalytic domain, FDH-coupled NADH fluorescence (FDH is formaldehyde dehydrogenase) | Potency, µM (top dose mostly 57.1 µM), without a hit: at the highest dose activity change, negative = inhibition, most hits filed as inhibitors | actives 1.6% (n = 230,000) | AID 2147; active = well fitted inhibition curve with a large enough effect, not every such curve was filed as active; inconclusive = small, poorly fitted or top-dose-only effect, or another doubt; inactive = no such curve, though single readings can be large or run the other way;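 also: 0% = wells with enzyme and -100% = buffer wells without enzyme; nearly all actives have a fitted effect of over 50% in size; many of its hits are not listed in these tables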
Luc counter: Kinase-Glo luciferase inhibition (counter-screen); AID 1379; Q27757; actives 0.28% (n = 200,000); Potency, µM (titrated, usually from 38.3 µM), inactives show at the highest dose activity change, negative = inhibition, actives largely listed as inhibitors; Kinase-Glo luciferase, ATP luminescence, 8 min; also: % is scaled to controls: 0 for no effect and ±100 for the full control effect; nearly all actives have a fitted effect of over 60% in size
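Compounds were added to a substrate mix at pH 7.2 (50 mM imidazole, 10 uM ATP, within the enzyme's linear range), followed by Kinase-Glo detection reagent; luminescence was measured after 8 minutes at ambient temperature.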
RGS12 GoLoco inh: blocks human Gai1 binding to RGS12 GoLoco peptide, red readout | Gai1:RGS12 GoLoco peptide FP, rhodamine, 10 min | AID 880 | actives 0.44% (n = 230,000) | Potency, µM (series often up to 61.6 µM), for the others: top-dose activity, negative = inhibition, most hits filed as inhibitors | P63096; active = well fitted inhibition curve with a large enough effect, not every such curve was filed as active; inactive = no such curve, though single readings can be large or run the other way; also: % is scaled to controls: 0 for no effect and ±100 for the full control effect; nearly all actives have a fitted effect of over 30% in size; many of its hits are not listed in these tables
SMN2 splice up: SMN2 splice variant enhancement; actives 2.8% (n = 210,000); HEK293 SMN2-luciferase splicing reporter, luminescence, 30-36 h; Potency, µM (doses to about 46.1 µM), without a hit: top-dose activity change, positive = activation, usual class: activators; also: % of control where 0% means no effect; nearly all actives have a fitted effect of over 55% in size
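qHTS luciferase splicing reporter: luminescence rises when SMN2 exon 7 is included in transfected HEK293 cells. Compound exposure lasted 30-36 h at 37C, with 4.5 mM final sodium butyrate as control, followed by a ONE-Glo read.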
* hit, by the source's call; i = inactive; u = inconclusive; x = not tested or not shown; & = joins results of further samples; [ ] = remark or other dose. Unless noted, calls follow the shape of the dose curve; as a rule, active = well fitted curve in the direction sought with a large enough effect; inconclusive = small, poorly fitted or top-dose-only effect, or another doubt; inactive = no such curve, though single readings can be large; an effect the other way counts as inactive or inconclusive. Potency is read from the fitted curve at half-maximal effect.

SMILES	RECQ1 inh	RGS12 GoLoco inh	Epigenetic reg	IMPase Li cell	Luc counter	NPSR antag	SMN2 splice up	KDM4E inh
CCC(C)NCCCOc1cc(Cl)ccc1Cl (stereo unspecified)	-12%	-4%	0.8%	29%[38.3 µM]	-2%	6%[46.1 µM]	6%	u
CCN1C(=O)c2ccccc2S(=O)(=O)c2ccc(C(=O)NCc3cccnc3)cc21	-14%	3%	-0.8%	15%[38.3 µM]	1%	-11%[46.1 µM]	8%	6%
CCOC(=O)C1CCN(C(=O)c2ccc(OCC)c(OCC)c2)CC1	-16%	-4%	2.1%	-2%[38.3 µM]	-2%	-2%[7.67 µM]	-3%	-2%
O=C(c1ccco1)N1CCN(C(=O)c2snc3ccc(Cl)cc23)CC1	-17%	-8%	-4.0%	4%[38.3 µM]	3%	-4%[46.1 µM]	-24%	2%
N/C(CC(=O)Nc1ccc(F)cc1F)=N\OC(=O)c1cccs1	-7%	-2%	-1.4%	x	x	6%[7.67 µM]	x	-9%
CCN(CC)c1ccc(/C=N/NC(=O)OC)c(O)c1	-12%	-11%	3.2%	27%[38.3 µM]	-4%	-13%[46.1 µM]	-12%	13µM*
Cc1ccnc(NC2c3ccccc3C(=O)N2Cc2ccccc2Cl)c1 (stereo unspecified)	2%	3%	-1.0%	17%	7%	9%	-8%	12%
COc1ccc(NC(=O)Nc2ccc3c(c2)N(C)C(=O)CS3)cc1Cl	-5%	12%	3.2%	17%[38.3 µM]	0%	-27%[46.1 µM]	-22%	6%
C/C(=N\NC(=S)NCc1ccccc1)c1ccc(C(C)(C)C)cc1	-26%	6%	-3.0%	5%	0%	-28%	-30%	2%
Clc1ccc2c(c1)N=C(N1CCNCC1)c1ccccc1N2	15%&-7%	-1%&6%	3.2%&5.3%	30%&34%[activator]	3%	x	-21%	27%
C=CCn1c(C)cc(C(=O)COC(=O)COc2ccccc2C#N)c1C	-2%	x	0.0%	x	x	-5%[46.1 µM]	x	7%
N#Cc1nc(-c2ccc(OCc3ccccc3Cl)cc2)oc1NCCCn1ccnc1	-1%	1%	0.2%	31%[38.3 µM]	2%	u	-7%	3.2µM*
O=C(CSc1ncn[nH]1)NC1CCCc2ccccc21 (stereo unspecified)	-19%	6%	-4.2%	1%	2%	4%	5%	u
Cc1ccc(S(=O)(=O)CCSC(=N)N)cc1	i	-7%	u	9%	-1%	14%	-18%	6%
Cc1ccc(NC(=O)c2sccc2C)cc1[N+](=O)[O-]	i	0%	0.0%	-4%	-24%	8%	14µM*	-3%
COc1ccc(N(C(=O)CCl)C(C(=O)NC2CCCCC2)c2cccnc2)cc1 (stereo unspecified)	-2%	6%	1.9%	3%	-1%	-29%	-13%[1.84 µM]	4%
CCc1nnc(NS(=O)(=O)c2ccc(N/C=C\C(=O)c3ccc4ccccc4c3)cc2)s1	-27%	2%	0.0%	-1%	0%	-37%	-5%	-28%
COc1ccccc1NC(=O)c1ccccc1SC	-16%	9%	-1.1%	20%[38.3 µM]	2%	-8%[46.1 µM]	u	0%
Cc1ccc(-c2nnc(CSc3nnc(C)s3)o2)cc1	-8%	-10%	-3.9%	-4%[38.3 µM]	0%	-1%[46.1 µM]	13%	-4%
COc1ccc2cc3c(N)nn(C(=O)c4ccccc4Cl)c3nc2c1	-1%	11%	0.1%&0.0%	x	x	-54%	-47%[inhibitor]	4%
COCCN(C(=O)CSc1nnc(-c2ccccc2C)n1C)c1c(N)n(Cc2ccccc2)c(=O)[nH]c1=O	i	0%	-2.5%	-1%	-3%	1%	14%	0%
COc1ccccc1NC(=O)c1ccc(-n2cncn2)nc1	i	10%	-0.5%	5%	-2%	3%	-2%	3%
COc1ccc(C(=O)CC(c2ccccc2)C2CCCCC2=O)cc1 (stereo unspecified)	-7%	9%	-0.7%	44%[activator][38.3 µM]	-2%	-13%[46.1 µM]	-22%	-4%
Cc1cc(CC(=O)O)c(C)cc1CC(=O)O	-14%	3%	2.2%	11%[38.3 µM]	-1%	-13%[7.67 µM]	-1%	-5%
CNC(=O)c1ccc(-c2sc3nc(N4CCOCC4)c4c(c3c2N)CCCC4)o1	-17%	x	-8.9%	x	x	-25%[46.1 µM]	x	u
C=CCNC(=O)C(=O)NCC1CCCN1CC (stereo unspecified)	i	-4%	0.9%	5%	3%	-21%	x	-6%
CCOc1ccc(-c2c(C)n([O-])c3c([n+]2=O)CCCCC3)cc1	i	2%	-4.9%	-2%	1%	5%	4%	u
C=CCn1c(C)cc(C(=O)Cn2ncc(Cl)c(Cl)c2=O)c1C	10µM*	2%	-1.3%	-5%	-4%	-39%	u	-2%
CCCCC(=O)Nc1nc(C)c(-c2csc(Nc3ccc(Cl)cc3)n2)s1	-10%	122%[activator]	-0.9%	8%[38.3 µM]	-1%	-11%[46.1 µM]	-21%	u
O=C(NNC(=O)c1ccccc1Cl)c1ccccc1Cl	-3%	4%	0.0%	x	x	-12%	x	8%

Going on with the list.
SMILES	RECQ1 inh	RGS12 GoLoco inh	Epigenetic reg	IMPase Li cell	Luc counter	NPSR antag	SMN2 splice up	KDM4E inh
CCOC(=O)N1CCN(C(=O)COc2ccc(S(=O)(=O)Nc3ccc(OCC)cc3)cc2)CC1	i	2%	-1.1%	10%	1%	-15%[46.1 µM]	-69%[inhibitor]	2%
O=C(CSc1nnc(Cn2nnc(-c3ccccc3)n2)n1-c1ccccc1)Nc1ccccc1	-6%	4%	4.4%	3%[38.3 µM]	-4%	u	-3%	-3%
CCOC(=O)C(=CNc1cc(C)nn1C(C)(C)C)C(=O)OCC	-1%	5%	-0.9%	-1%	5%	5%[46.1 µM]	-9%	-1%
COc1ccccc1N1CCN(C(=O)CN2C(=O)c3ccccc3S2(=O)=O)CC1	-10%	6%	-0.3%	x	x	-17%[7.67 µM]	x	-1%
CCOC(=O)C(Cc1ccc(Cl)cc1Cl)c1ccno1 (stereo unspecified)	0%	16%	-1.2%	20%	1%	-49%	3%	11%
CC(=O)[C@@]1(O)CC[C@H]2[C@H]3C[C@@H](C)C4=CC(=O)C=C[C@]4(C)[C@@]3(F)[C@@H](O)C[C@]21C	-2%[25.9 µM]	18%[21.6 µM]	0.0%[16.9 µM]	-1%	-1%[17.1 µM]	x	11%[20.6 µM]	4%[25.5 µM]
Cc1cccc([C@H]2[C@@H]3C=CCC[C@@H]3C(=O)N2Cc2ccccc2)c1	i	-2%[88.7 µM]	0.0%	9%	2%[39.9 µM]	x	x	x
CC(=O)c1c(N2CCOCC2)nc2ccc(Br)cc2c1-c1ccccc1	-2%	0%	-1.0%	x	x	-52%	x	3%
CC(C)Cn1c(-c2csc(C(C)C)c2)n[nH]c1=S	i	-5%	1.1%[10.1 µM]	10%	1%	-19%	-16%	u
CN(C)c1nc(Cl)cc(N2CCOCC2)n1	-1%	0%	0.0%	12%[38.3 µM]	-3%	1%[46.1 µM]	10%	7%
COC(=O)C(C)n1cnc2c(nnn2-c2ccc(OC)cc2)c1=O (stereo unspecified)	-3%	10%	1.9%	-4%[38.3 µM]	-1%	-8%[46.1 µM]	-12%	7%
COc1ccc(/C=C2\OC(=S)N(C)C2=O)cc1	-9%	7%	2.4%	10%	-2%	8%[46.1 µM]	-38%[inhibitor]	-1%
CCOc1ccccc1N(C(=O)Nc1ccc(Cl)cc1)C1=NC(C)CS1 (stereo unspecified)	0%	x	-0.9%	x	x	-28%[46.1 µM]	x	-1%
CCN(CC)S(=O)(=O)c1ccc(NC(=O)C(C)N(c2ccccc2)S(C)(=O)=O)cc1 (stereo unspecified)	-9%	2%	1.2%	2%	2%	25%[46.1 µM]	-6%	9%
Cc1nnc(NC(=O)CSC2CCCCC2)s1	i	5%	0.0%	28%[38.3 µM]	-2%	-5%[46.1 µM]	-8%	6%
COc1ccccc1OCCCCOc1ccccc1F	-13%	-5%	0.0%	8%[38.3 µM]	8%	-9%[46.1 µM]	-9%	8%
Cc1c(-c2ccccc2)nc2ccccc2c1C(=O)OCC(=O)Nc1ncc(C(F)(F)F)cc1Cl	-2%	31%[activator]	1.1%	-2%	3%	-43%	7%	u
O=C1CSc2ccc(C(=O)Nc3cccc(S(=O)(=O)Nc4ccc(Br)cc4)c3)cc2N1	-8%	-10%	1.1%	13%	0%	u	-60%[inhibitor]	-13%
C=CCCCOc1ccc(C(=O)O)cc1	0%	-9%	0.9%	20%[38.3 µM]	-3%	-20%[46.1 µM]	30%	5%
Cc1cccc(-c2noc(C3CCCCC3)n2)c1	i	-7%	-1.8%	-9%[38.3 µM]	-8%	-4%[46.1 µM]	24%	5%
O=C1C2C3C=CC(CC3)C2C(=O)N1/N=C/c1ccccc1O (stereo unspecified)	-1%	9%	-0.9%	-12%[38.3 µM]	-2%	-2%[46.1 µM]	12%	0%
COC(=O)C1=C(C)N(CCc2ccccc2)C(=O)C1(NS(=O)(=O)c1ccc(NC(C)=O)cc1)C(F)(F)F (stereo unspecified)	10%	2%	0.0%	12%[38.3 µM]	0%	2%[46.1 µM]	1%	-22%
COc1ccc(NC(=O)CSc2nc(C)cc(C)n2)c([N+](=O)[O-])c1	-4%	8%	-5.7%	22%	-1%	5%	x	-5%
S=C(Nc1cccnc1)NC1CCCC1	-9%	2%	0.0%	-3%	0%	27%	6%	3%
C/C(=N\O)c1cc(Cl)ccc1O	-19%	6%	0.5%	x	x	-6%	x	-8%
Fc1ccccc1CNc1ccc(Cl)cc1	-16%	9%	0.0%	-1%[38.3 µM]	2%	-5%[46.1 µM]	-11%	0%
CCOC(=O)c1[nH]c(C)c(C(=O)OCc2c(C)noc2C)c1C	-3%	7%	0.9%	20%[38.3 µM]	2%	-1%[46.1 µM]	21%	3%
O=C(c1cnc2ccc3ccccc3c2c1)c1cc(F)ccc1O	-17%	15%	1.1%	x	x	-33%	x	-2%
O=[N+]([O-])c1cccnc1-n1cnc2ccccc21	15%	-15%	0.0%	2%	-2%	7%	7%	-3%
CNc1nc(-c2ccccn2)nnc1-c1ccccc1	-10%	3%	-0.8%	50%[activator][38.3 µM]	16%	-9%[46.1 µM]	-89%[inhibitor]	u

A portion of the library; the hit share may differ from the screen's.
